# Screening data as filed in PubChem.
# CSM14.1 death rescue = rescue of cells from ER stress-induced death, primary screen, 384-well, CSM14.1, thapsigargin, ATP luminescence (AID 1222); cellular ATP content (survival), % at 20 µM, or EC50 in µM where a hit was titrated; 190,000 tested, under 10 active; CSM14.1 thapsigargin-induced death rescue, ATP luminescence; higher % means a stronger effect;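 active = EC50 below 50 µM in the dose-response confirmation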;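 note: death triggered by thapsigargin at about 15 µM added after 2 h compound pretreatment; cell ATP read after overnight thapsigargin exposure of roughly 18 to 22 hours; normalized against plate controls of thapsigargin alone and 5% DMSO vehicle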
# Autophagy HCS = alters autophagy in cells; MEF GFP-LC3 puncta imaging; test concentration mostly 10 µM; calls only at 10 µM (by protocol); actives 0.98% (n = 190,000); AID 463193;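 active = percentage of spot-positive cells more than 3 SD above its plate mean, without a fluorescence outlier flag or 80% toxicity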;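 note: spot-positive cell cutoff set from DMSO-treated cells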
# Salmonella PhoP GFP = PhoP-dependent GFP reporter repression – Salmonella Typhimurium, primary screen (AID 1863). S. Typhimurium PhoP-regulated promoter GFP reporter, 4 h; higher % means a stronger effect. inhibition, % at 50 µM, or IC50 in µM where a hit was titrated. actives 0.16% (n = 300,000);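 active = inhibition over 29.93%, a cutoff 3 SD above the screen mean, later confirmed by dose response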;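 note: 0% = low Mg2+ inducing control and 100% = high Mg2+ repressing control; strong numbers were not always called active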
# Lipid droplet = hepatic lipid droplet formation modulation; AID 1656; actives 0.4% (n = 240,000); inhibition, % at 6.5 µM; AML12 mouse hepatocytes, oleate lipid droplets, BODIPY imaging;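 active = lipid droplet intensity inhibited by at least 50%, with more than 500 cells counted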
#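 Test system: AML12 hepatocytes (mouse); reagent: oleate loading, 100 µM; dosing: one dose, 6.5 µM compound; incubation: overnight exposure; signal: fluorescence imaging, 20x objective, two fields per well; read-out basis: % inhibition of corrected integrated BODIPY droplet signal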
# Ins promoter up = MIN6 insulin promoter up-regulation | actives 0.3% (n = 190,000) | z-score at 5 µM | AID 1625 | MIN6 insulin promoter-GFP reporter, high-content imaging; hits give high values;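 active = z-score above 3 at 5 µM with at least 500 cells counted in the well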
# T cell HTS = T cell immune modulators affecting CD8 T cell-vesicle binding; 2C CD8+ T cell-vesicle binding, flow cytometry; hits give low values; calls only at 7 µM; actives 0.068% (n = 330,000);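 active = response, share of CD8 T cells binding vesicles, and their 90th percentile fluorescence all below set limits, cut at about 80% in these data, passing the limit was not always enough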
#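 Benchmarks: naked versus QL9-loaded vesicles / Assay system: purified 2C TCR transgenic mouse naive CD8+ T cells / Technique: high-throughput flow cytometry with anti-B7-1 and anti-CD8 staining / Timing: Cell–vesicle co-incubation 1.5 h at 37 °C, staining 20 min on ice / Read-out: percent CD8+ FL2 mean versus row control / Probe or stimulus: QL9-loaded Drosophila micro-vesicles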
# b-catenin transl = beta-catenin nuclear translocation modulation. HeLa beta-catenin nuclear translocation, immunofluorescence imaging. nuclear translocation activity, % at 5 µM. actives 0.3% (n = 190,000);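 active = nuclear translocation activity above 50% at 5 µM, with a well cell count of 50 or more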;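 note: per-cell ratio of nuclear to cytoplasmic median beta-catenin stain intensity; plate controls were DMSO negative control for no effect and GSK-3 inhibitor IX positive control for full effect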
#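 Test system: human HeLa cell line; Doses: 5 µM primary, 0.02–20 µM confirmation; Incubation: 24 h compound exposure, 37°C; Detection: beta-catenin immunofluorescence imaging with DAPI; Read-out: beta-catenin nuclear/cytoplasmic ratio, % activation.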
# Dynein cargo inh = dynein cargo transport inhibition. 3617.4 mouse cells, GR-EGFP nuclear translocation imaging; test concentration mostly 20 µM; stimulated with dexamethasone, 1 µM; hits give low values. z-score, hits read low. actives 0.47% (n = 220,000);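 active = plate z-score of nuclear minus cytoplasmic receptor signal below a set negative limit, without overly bright fluorescence or cell loss, cut at about -3.5 in these data, passing the limit was not always enough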;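 note: z-score of nuclear minus cytoplasmic ring GR-EGFP intensity difference per well; some compounds called inactive have numbers as strong as hits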
#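 medium = tetracycline-free induction medium containing charcoal-stripped FBS | probe or stimulus = dexamethasone, 1.0 µM final | timing = 48 h induction, then 1 h compound, then 30 min agonist, 37 °C | detection = automated 10x imaging of fixed Hoechst-stained cells | read-out basis = nuclear versus cytoplasmic GR-EGFP signal, averaged per well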
# MT stabilize HCS = microtubule stabilizers in HeLa cells; actives 0.83% (n = 200,000); % tubulin-high responders, % at 10 µM; HeLa tubulin immunostaining HCS, 24 h; share of cells brighter than vehicle mean+2SD; AID 2205;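 active = plate Z-score above 3 for both tubulin-high and condensed-nucleus cell shares, with cell loss under 80%, at 10 µM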;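 note: anti alpha tubulin signal scored within the nucleus-defined area of each cell; some results filed as inactive read as strong as hits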
# Dynein cargo inh cytoplasmic EGFP = recorded beside Dynein cargo inh, whose call it bears; z-score; measured here: cytoplasmic GR-EGFP intensity; hits give high values
# Dynein cargo inh nuclear GR-EGFP = second read-out of Dynein cargo inh, no call of its own (marks repeat the call); z-score; measured here: nuclear GR-EGFP intensity;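 lower value marks the stronger effect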
# Dynein cargo inh cell count = further read-out of Dynein cargo inh, marked with its call; z-score; measured here: cell count per field
# Ins promoter up cell count = recorded beside Ins promoter up, whose call it bears; cell count; measured here: cytotoxicity, nuclei count;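 total cells summed across four imaged fields per well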
# Lipid droplet cells 6.5 µM = second read-out of Lipid droplet, no call of its own (marks repeat the call); cell count; measured here: cell count, cytotoxicity flag;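 cells counted across two imaged fields per well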
# b-catenin transl cell count 5 µM = recorded beside b-catenin transl, whose call it bears; cell count; measured here: cell count, cytotoxicity flag
# T cell HTS vesicle-bound % = further read-out of T cell HTS, marked with its call; double positive events, %; measured here: CD8+ vesicle-bound cell fraction;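 binding gate set so that unloaded-vesicle control wells show 10% double positive cells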
# MT stabilize HCS Hoechst-high % = recorded beside MT stabilize HCS, whose call it bears; % Hoechst-high responders; measured here: nuclear condensation Hoechst responders;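 share of cells brighter than vehicle mean plus two SD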
# MT stabilize HCS cytotoxicity % = further read-out of MT stabilize HCS, marked with its call; toxicity, %; measured here: cytotoxicity by cell density;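 0% = mean cell density of plate MIN control wells and 100% = no cells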
# Autophagy HCS cell loss 18 h = also measured in Autophagy HCS; calls as there; toxicity, %; measured here: cell loss, nuclei count;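 cell loss after 18 h compound exposure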
# The depositor's hits bear a star; i = inactive; nt = not tested or not shown. Compounds were not picked by outcome (roughly 3% active in at least one column).
SMILES,CSM14.1 death rescue,Autophagy HCS,Autophagy HCS cell loss 18 h,Salmonella PhoP GFP,Lipid droplet,Lipid droplet cells 6.5 µM,Ins promoter up,Ins promoter up cell count,T cell HTS,T cell HTS vesicle-bound %,b-catenin transl,b-catenin transl cell count 5 µM,Dynein cargo inh,Dynein cargo inh cytoplasmic EGFP,Dynein cargo inh nuclear GR-EGFP,Dynein cargo inh cell count,MT stabilize HCS,MT stabilize HCS Hoechst-high %,MT stabilize HCS cytotoxicity %
CC1CCN(CC(O)COc2cccc(F)c2)CC1 (stereo unspecified),1.0%,i,7,2%,nt,nt,0.61,983,i,40,nt,nt,0.046,-0.18,0.25,0.45,6.5,2.3,9.5
Cc1cccc(N2CC(C(=O)Nc3nnc(SCC(=O)Nc4cc(C)on4)s3)CC2=O)c1 (stereo unspecified),5.1%,i,-2,-9%,2,638,0.02,1274,i,52,0.7,944,-0.33,0.063,0.52,-0.34,2.4,1.3,2.2
S=c1[nH]nc(COc2ccccc2)n1C1CCCCC1,-3.3%,i,-3,7%,5,723,0.18,1222,i,34,nt,nt,-0.4,-0.27,0.032,-0.39,1.3,1.6,8.2
Cc1cc(C(=O)Nc2ccc3c(c2)OCCO3)co1,-5.2%,i,2,8%,nt,nt,0.58,1305,i,27,-1.5,1459,-0.73,-0.16,-0.23,1.1,2.3,2.6,4.2
CSc1ccccc1NC(=O)CN(C)CC(=O)Nc1ccccc1N1CCOCC1,-0.1%,i,-3,-7%,-8,730,-0.38,1157,i,35,1.5,1071,-0.83,-0.2,-0.61,0.43,3.0,2.1,7.6
Cc1nc(NCCCO)c(C#N)c2c1COC(C)(C)C2,-0.9%,i,15,-3%,nt,nt,0.44,1034,i,17,-0.8,1216,1.3,-0.4,1.1,-0.013,4.6,2.5,19
CC(=O)c1ccc(OCCCN2CCCCC2)cc1,-1.3%,i,0,1%,14,800,nt,nt,i,13,nt,nt,-0.1,-0.13,0.31,-0.46,0.9,0.8,2.9
COc1ccc(/C=N/NC(=O)CC(=O)NCc2cccnc2)cc1,-0.3%,i,0,16%,nt,nt,nt,nt,i,56,nt,nt,0.79,-0.18,0.081,-0.49,2.3,1.5,1.9
O=C(/C=C/c1ccc(Br)cc1)N1CCN(c2cccc(C(F)(F)F)c2)CC1,4.0%,i,28,1%,22,621,0.96,1559,i,34,-1.5,1022,-0.14,-0.26,-0.2,0.67,2.2,2.5,9.0
O=C(O)C1Nc2c(C(=O)N3CCOCC3)cccc2C2C=CCC12 (stereo unspecified),-1.1%,i,32,-18%,nt,nt,0.6,1111,i,36,-0.6,1167,-0.32,-0.28,-0.012,0.02,3.3,3.1,6.0
CSc1ccc(-c2nnn(Cc3ccc(Br)cc3)n2)cc1,2.0%,i,0,-8%,-7,778,nt,nt,i,32,-12,1176,3.8,-0.043,2.4,-2.1,3.5,1.7,2.1
N#Cc1c(C(F)(F)F)cc(-c2ccc(F)cc2)[nH]c1=O,nt,i,3,-3%,2,645,-0.01,1162,i,45,1.9,1084,0.52,0.46,1.3,-1.9,1.4,0.7,0.3
Cc1ccc2nsnc2c1S(=O)(=O)N(Cc1ccco1)Cc1cc2cccc(C)c2[nH]c1=O,0.0%,i,21,5%,nt,nt,0.35,1198,i,32,-3.0,986,-0.47,-0.24,0.12,-0.14,1.6,2.3,23
CCOc1ccc(-c2nc(CSc3nnc(C)s3)cs2)cc1OC,-3.2%,i,-12,1%,1,746,1,897,i,2,-0.5,1105,-0.61,-0.25,0.19,1.5,3.0,1.5,5.4
O=C(NCc1ccccc1C(F)(F)F)C1CC(c2ccc(C(F)(F)F)cc2)=NO1 (stereo unspecified),nt,nt,nt,-2%,nt,nt,-0.2,1043,i,31,-2.2,1133,-0.034,-0.51,0.063,0.11,nt,nt,nt
Cc1cc2ccccn2c1C(=O)c1ccc(NN)c([N+](=O)[O-])c1,-0.1%,i,-1,1%,3,696,0.32,1284,i,17,17,817,-0.98,-0.37,-0.12,0.14,6.1,5.8,11
CCOC(=O)CCC(=O)N(CCN(C(=O)CCC(=O)OCC)c1ccccc1)c1ccccc1,-1.8%,i,-7,2%,-2,598,-0.52,1357,i,46,0.4,952,0.27,-0.3,0.2,0.03,4.6,2.5,0.8
C/C=C/C(=O)Nc1cccc(C(F)(F)F)c1,1.6%,i,-16,9%,0,653,-0.24,1223,i,36,-2.9,1112,0.84,-0.22,0.52,-0.25,2.7,2.6,1.2
COc1cc(/C=C(\C#N)c2nc3ccccc3[nH]2)ccc1OC(=O)c1ccco1,-4.4%,i,6,20%,19,646,nt,nt,i,26,0.6,977,1.1,-0.18,0.32,-0.43,6.0,6.2,11
COc1ccccc1CN1CCNC(=O)C1CC(=O)NCc1csc(C)n1 (stereo unspecified),1.0%,i,-9,-7%,-2,694,0.77,1366,i,53,-0.8,1175,-0.63,-0.22,-0.17,0.27,3.4,1.9,10
O=C(NC1CCCC1)c1n[nH]c2ccccc12,-2.0%,i,-4,-3%,3,703,-0.81,1231,i,6,2.0,1117,-0.29,-0.33,0.094,0.56,2.1,3.8,5.4
COc1ccc(OC)c(/C(C)=N/Nc2ccc(C(=O)O)cc2)c1,-0.8%,i,-5,7%,-4,682,-0.5,1344,i,31,2.6,1089,0.23,-0.28,0.32,-0.02,1.6,1.1,7.7
COc1ccccc1NC(=O)CCN1C(=O)C2CC=C(Cl)CC2C1=O (stereo unspecified),3.6%,i,-9,-2%,nt,nt,-0.28,1670,i,8,-1.3,1411,-0.83,-0.28,-0.2,0.29,5.2,3.7,4.8
COc1cc(NC(=O)Nc2cccc(Cl)c2)c(C(=O)O)cc1OC,nt,nt,nt,-2%,-1,725,-0.04,1075,i,52,1.1,1265,2.3,-0.18,0.88,-2.2,nt,nt,nt
Cc1cc(=O)oc2cc(OCC(=O)OCC(=O)NCc3ccc4c(c3)OCO4)ccc12,3.4%,i,18,11%,nt,nt,0.51,1233,i,20,-3.8,889,-0.49,-0.22,-0.011,1.5,2.2,1.4,14
Cc1ccc(NC(=O)CSc2nnnn2C)cc1S(=O)(=O)N(C)C,-3.1%,i,-6,-8%,12,648,-0.4,1330,i,29,1.3,994,0.22,-0.18,0.24,0.053,3.0,2.4,0.3
COC(=O)c1ccc2nc(NC(=O)CSCC(=O)OCC(=O)c3ccccc3)sc2c1,-2.8%,i,-3,3%,19,620,-0.25,1324,i,32,-1.5,952,0.011,1.2,-0.14,-0.79,2.8,1.5,6.1
COc1ccc(-n2c(-c3ccc(Br)cc3)c[n+]3c2CCc2ccccc2-3)cc1,-1.0%,i,-17,-10%,-53,562,-2,760,i,53,-0.7,873,-0.11,-0.23,1,-0.91,2.1,3.1,1.5
COc1ccc2sc(N(CCN(C)C)C(=O)c3cc(Cl)sc3Cl)nc2c1,0.5%,i,11,-4%,-4,756,0.66,1143,i,38,-1.8,1072,0.49,-0.21,0.76,-0.42,5.1,1.7,2.6

# Three compounds from above with just Dynein cargo inh nuclear GR-EGFP, MT stabilize HCS Hoechst-high % and T cell HTS vesicle-bound %:
Compound	Dynein cargo inh nuclear GR-EGFP	MT stabilize HCS Hoechst-high %	T cell HTS vesicle-bound %
O=C(NCc1ccccc1C(F)(F)F)C1CC(c2ccc(C(F)(F)F)cc2)=NO1 (stereo unspecified)	0.063	nt	31
O=C(/C=C/c1ccc(Br)cc1)N1CCN(c2cccc(C(F)(F)F)c2)CC1	-0.2	2.5	34
CCOC(=O)CCC(=O)N(CCN(C(=O)CCC(=O)OCC)c1ccccc1)c1ccccc1	0.2	2.5	46
